# Rpn11 inh: Rpn11 (human) deubiquitinase inhibition | O00487 | human 26S proteasome, Ub4-pepOG fluorescence polarization; 20S core pre-blocked with epoxomicin | calls only at 20 µM | actives 0.59% (n = 360,000) | AID 588493;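 active means inhibition at 20 µM, scaled to each plate's controls, above about 33%, limit read from the data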
# Target sequence (O00487 whole entry, looked up): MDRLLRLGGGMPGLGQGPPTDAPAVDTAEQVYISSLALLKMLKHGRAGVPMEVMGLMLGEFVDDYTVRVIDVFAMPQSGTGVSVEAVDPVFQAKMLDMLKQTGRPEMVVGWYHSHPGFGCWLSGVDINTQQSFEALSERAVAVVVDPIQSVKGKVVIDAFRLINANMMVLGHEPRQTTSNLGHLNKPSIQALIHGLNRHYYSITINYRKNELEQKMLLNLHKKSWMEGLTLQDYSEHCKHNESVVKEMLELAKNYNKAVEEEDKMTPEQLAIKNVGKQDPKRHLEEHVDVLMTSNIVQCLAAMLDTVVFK
# Rin1-Abl PPI inh: human Rin1-Abl interaction inhibition; TR-FRET Rin1/Abl binding, biochemical; P00519+Q13671; AID 588664; inhibition, % at 7.35 µM; actives 0.4% (n = 360,000); in the data active means inhibition above about 5%, passing the limit was not always enough
# NadD block: inhibitors of Staphylococcus aureus NadD. purified NadD enzyme, colorimetric absorbance read-out. inhibition, % at 20 µM. actives 0.78% (n = 360,000). AID 602399; in the data active means inhibition above about 26%; further: some compounds past the cut are filed as inactive
# DNMT1 inh: DNMT1 (human) enzyme inhibition | inhibition (reported as % activation of signal), % at 10 µM | actives 0.83% (n = 360,000) | AID 588458 | P26358 | DNMT1 molecular beacon, Hinp1I cleavage, fluorescence; in the data active means inhibition above about 50%
# STEP inh: blocks human striatal-enriched tyrosine phosphatase | P54829 | recombinant STEP, OMFP fluorogenic substrate, fluorescence | inhibition, % at 20 µM | actives 0.25% (n = 360,000) | AID 588621;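 active means inhibition at 20 µM, scaled per plate between control wells, above about 37%, limit read from the data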;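 further: 0% = DMSO with enzyme and substrate and 100% = substrate only without enzyme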
#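 Assay system: isolated STEP enzyme. Buffer or medium: pH 6.0 Bis-Tris with DTT and Tween 20. Also added: fluorogenic phosphatase substrate OMFP at 25 µM final. Dosing: 20 µM, 1% DMSO. Timing: 20 min reaction, room temperature, in the dark. Measured by: fluorescence intensity, excitation 480 nm, emission 540 nm. Evaluation: normalized % inhibition.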
# Scp1 inh: Scp-1 (human) phosphatase inhibition; Recombinant Scp1, phosphopeptide, malachite green phosphate absorbance; inhibition, % at 20 µM; actives 0.88% (n = 340,000);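 active means inhibition above about 50% at 20 µM, limit read from the data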;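 further: plate controls were DMSO wells with enzyme for no effect and wells lacking enzyme for full effect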
# Target sequence (Q9GZU7 76-261 limits assumed): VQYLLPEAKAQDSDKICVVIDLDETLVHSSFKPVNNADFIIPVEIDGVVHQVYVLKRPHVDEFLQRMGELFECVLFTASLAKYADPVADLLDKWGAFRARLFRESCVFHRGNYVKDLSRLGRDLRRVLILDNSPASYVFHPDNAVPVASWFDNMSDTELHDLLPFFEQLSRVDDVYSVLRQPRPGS
#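 Test system – truncated SCP-1 phosphatase (76-261aa) · Reagent – Phosphorylated 17-residue peptide substrate · Incubation – 45 min room-temperature reaction, 5 min colour, 30 min stabiliser · Detection – colorimetric phosphate reagent with accelerator and stabiliser, absorbance at 630 nm · Measure – % inhibition at 20 µM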
# CSN deneddyl inh: CSN deneddylation inhibition | Purified CSN, SCF-Nedd8-OG deneddylation, fluorescence polarization | actives 0.38% (n = 360,000) | inhibition, % at 12.5 µM;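 active means pattern-corrected inhibition above about 35%, with an unprinted fluorescence ratio check between 0.5 and 1.5, limit read from the data, passing the limit was not always enough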;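 further: 0% = enzyme with substrate and 100% = substrate without enzyme; some results filed as inactive read as strong as hits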
# Target sequence (Q92905 whole entry, looked up, one chain of several): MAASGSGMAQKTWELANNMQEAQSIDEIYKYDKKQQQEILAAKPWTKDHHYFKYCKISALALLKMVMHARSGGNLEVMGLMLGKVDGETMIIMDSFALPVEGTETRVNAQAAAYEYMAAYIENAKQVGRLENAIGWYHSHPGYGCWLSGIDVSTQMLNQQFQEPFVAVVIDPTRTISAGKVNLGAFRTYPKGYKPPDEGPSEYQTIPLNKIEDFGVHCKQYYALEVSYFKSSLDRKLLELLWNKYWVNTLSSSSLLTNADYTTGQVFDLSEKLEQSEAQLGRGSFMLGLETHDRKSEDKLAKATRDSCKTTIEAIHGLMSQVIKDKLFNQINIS
#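 Schedule: reaction 90 min, room temperature / Assay system: HEK293T-derived human Csn5 enzyme / Input: Csn5 at 0.24 nM final / Measure: inhibition of Csn5 cleavage, % / Control set: substrate-only high control, full reaction low control / Technique: fluorescence polarization of the substrate / Buffer or medium: Tris/NaCl/DTT buffer, pH 7.5 / Reagent: SCFSkp2-Nedd8OG substrate at 10 nM final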
# SUMO1 PPI mod: modulators of human SUMO1-mediated protein-protein interactions; P63165; AID 602429; actives 0.33% (n = 360,000); SUMO1 binding to a labelled peptide, TR-FRET, 1 h; inhibition, % at 20 µM; in the data active means inhibition above about 37%
# LMPTP inh: LMPTP (human) inhibition | AID 651560 | actives 0.22% (n = 360,000) | inhibition, % at 20 µM | recombinant LMPTP-A, OMFP fluorogenic substrate, fluorescence intensity;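 active means compounds that cut the enzyme signal by at least half of the control window in the single-dose screen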;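 further: plate controls were DMSO wells with enzyme plus substrate for no effect and substrate without enzyme for full effect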
# Target sequence (P24666 whole entry, looked up): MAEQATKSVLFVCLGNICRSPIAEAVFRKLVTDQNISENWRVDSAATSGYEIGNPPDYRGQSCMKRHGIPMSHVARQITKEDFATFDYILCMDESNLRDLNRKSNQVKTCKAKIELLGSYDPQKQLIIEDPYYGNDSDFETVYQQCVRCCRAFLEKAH
#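 Test system: LMPTP-A, protein tyrosine phosphatase of low molecular weight; Input: 0.625 nM enzyme; Incubation: 50 min dark incubation at room temperature; Signal: endpoint fluorescence intensity from OMFP dephosphorylation; Read-out basis: % inhibition versus control wells.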
# Neddylation inh: blocks human cullin neddylation; AID 651699; calls only at 25 µM; actives 0.58% (n = 360,000); TR-FRET cullin neddylation, biochemical; in the data active means inhibition above about 36%
# Active calls of the source: *; i = inactive; . = no result given.
SMILES,Rpn11 inh,Rin1-Abl PPI inh,NadD block,DNMT1 inh,STEP inh,Scp1 inh,CSN deneddyl inh,SUMO1 PPI mod,LMPTP inh,Neddylation inh
Cc1cc(C)cc(NC(=O)CSc2nc3ccncc3[nH]2)c1,i,1.5,-0.1,1.9,3.4,-4.8,-2.7,9.3,5.7,i
CCn1c(CNC(=O)c2cccc(C)c2)nnc1SCC(=O)Nc1nnc(C)s1,i,-0.7,-6.2,0.7,-1.0,1.4,-0.3,3.3,-0.3,i
Cc1ccc(CS(=O)(=O)CCC(=O)NCc2ccccn2)cc1,i,-3.1,-4.9,2.4,-2.8,8.8,-1.8,-1.3,-0.2,i
Cc1cccc(S(=O)(=O)NNC(=O)c2cc(-c3ccc(F)cc3)nc3ccccc23)c1,i,-0.8,3.8,-2.4,0.9,3.1,-0.6,-3.5,3.3,i
C[C@@H]1CN(Cc2nc(-c3ccc(Cl)cc3)no2)C[C@H](C)O1,i,2.7,-1.9,16.8,-1.4,0.6,1.3,0.9,-1.2,i
COc1cc2c(cc1NC(=O)C(C)OC(=O)/C=C/c1ccc(OC(F)F)cc1)oc1ccccc12 (stereo not drawn),i,0.2,2.9,1.6,-1.4,-12.8,-1.1,-5.0,1.0,i
CCCC(=O)N1CCCC1(C)C(=O)Nc1ccc(-n2cncn2)cc1 (stereo not drawn),i,0.7,0.6,-2.4,-0.3,.,0.1,0.0,-0.6,i
O=C(CN1CCN(S(=O)(=O)c2ccccc2Cl)CC1)NCC1(N2CCOCC2)CCCCC1,i,4.6,-0.1,0.5,-1.2,-4.9,-2.9,8.2,-0.3,i
COC(=O)c1cc(-c2cc(OC)ccc2OC)nc2c1c(=O)n(C)c(=O)n2Cc1ccccc1,i,-1.1,2.4,-5.0,-0.9,-9.3,-1.0,-54.0,3.2,i
CC(C)CN(C(=O)c1ccc(F)cc1F)c1c(N)n(CC(C)C)c(=O)[nH]c1=O,i,1.4,-0.7,1.1,-0.4,0.9,4.2,10.3,0.0,i
Cc1cc(C)c2nc(NC(=O)CN3C(=O)NC4(CCCC4)C3=O)sc2c1,i,-0.6,2.9,-2.3,-0.6,-0.8,-3.8,-0.8,0.2,i
CN(C)c1ccc(/C=N/NS(=O)(=O)c2ccc(Br)cc2)cc1,i,-1.8,-4.1,-0.9,2.1,-7.2,-1.5,-14.5,1.9,i
CCCCC[C@@H]1C=C(C(=O)O)[C@H](c2ccc(Cl)cc2)N1S(=O)(=O)c1ccc(C)cc1,i,8.2*,7.7,8.8,0.3,-12.4,-1.9,19.3,0.6,i
Oc1cc2c(cc1O)C(c1ccccc1)CNCC2 (stereo not drawn),i,-0.1,2.9,4.7,-2.8,-11.3,-2.8,-3.0,-1.4,i
CC(=O)/C=C1\OCc2cc(OCc3ccccc3)ccc21,.,.,.,.,.,.,-1.8,-12.5,0.2,i
CC(C)(C)OC(=O)CC(S(=O)(=O)c1ccccc1)S(=O)(=O)c1ccccc1,i,4.6,-4.2,4.9,-1.2,.,-2.8,3.4,-0.2,i
CCCCN(C)CCCNC(=O)c1cc(-c2cccnc2)nc2ccccc12,i,-0.9,-5.7,-2.1,-1.4,-4.5,-1.0,-9.8,-4.1,i
Cc1ccc(S(=O)CCNC(=O)Cc2ccccc2)cc1 (stereo not drawn),i,0.7,-2.5,-0.1,-1.2,-6.7,-11.9,0.9,0.6,i
Cc1ccc(Nc2nc(CSc3nnc(-c4ccncc4)n3-c3ccccc3C)cs2)cc1,i,-4.7,6.9,-18.4,-2.5,8.4,0.1,4.5,4.4,i
COc1ccc(O)c(C(=O)c2cnc3c(c2)c(C)nn3C)c1,i,0.0,-2.8,-1.7,-0.7,-2.8,1.4,-5.6,-0.1,i
O=C(NCCC1CCCCN1S(=O)(=O)c1ccccc1)C(=O)NCc1ccncc1 (stereo not drawn),i,2.6,-2.0,1.3,-4.2,-0.4,-0.1,1.3,-1.7,i
COc1ccccc1N(CC(=O)Nc1ccc2c(c1)OCCO2)S(=O)(=O)c1ccc(C)cc1,i,1.9,-11.8,-5.2,-1.1,-15.1,0.6,2.3,2.9,i
CCOc1cccc(C2C(C(=O)c3ccc(C)o3)=C(O)C(=O)N2Cc2ccccc2)c1 (stereo not drawn),i,4.9,11.8,-0.7,1.9,-5.0,3.6,-7.1,17.8,i
N#CC1=C(N)N(c2ncn[nH]2)C2=C(C(=O)CCC2)C1c1ccc(F)cc1 (stereo not drawn),i,0.8,6.8,8.2,0.6,-1.0,5.0,2.2,0.9,i
CC1(C)CC(CNCCC(c2ccc(F)cc2)c2ccco2)CCO1 (stereo not drawn),i,0.8,-7.8,3.0,0.7,-5.2,-0.4,4.8,-0.1,i
C[C@@H](c1ccccc1)N1C[C@@H](COCc2ccccc2)Oc2cc(N3CC[C@H](N(C)C)C3)ccc2S1(=O)=O,.,.,17.1,.,.,.,1.2,-55.5,-0.4,i
OC[C@H]1O[C@H](OCCc2ccc(O)cc2)[C@H](O)[C@@H](O)[C@@H]1O,i,2.5,-0.2,9.9,-3.1,-1.6,-9.6,3.7,0.6,i
CCCNCc1cc(OCC)c(OCC(N)=O)cc1Br,i,0.6,-6.4,-0.9,-2.0,-4.5,0.2,-4.7,1.8,i
Fc1cccc(CN2CCN(Cc3nc(CCc4ccccc4)no3)CC2)c1,i,-1.7,-3.3,-0.8,-0.5,-2.7,-1.5,3.8,-0.6,i
Cc1cccc(C)c1NC(=O)c1sc(N)nc1-c1ccccc1,i,0.2,3.1,-0.4,-3.4,-0.8,-14.2,1.1,0.1,i
Cc1ccc(-n2nc3c(c2NC(=O)c2ccc(OC(C)C)cc2)CS(=O)C3)cc1 (stereo not drawn),i,-4.1,2.7,-3.1,-0.2,-8.7,1.1,-0.6,0.4,i
COc1ccc(S(=O)(=O)N2CCC(C(=O)NCCC(=O)NCCc3cccc(F)c3)CC2)cc1,i,0.1,1.9,2.0,2.6,.,-3.2,6.7,1.2,i
Nc1nc2ncc(C(=O)c3cc(Cl)cc(Cl)c3O)cc2s1,i,-3.5,26.8,-1.9,0.9,-2.0,2.7,24.4,0.3,i
COC(=O)c1sc(N2CCN(c3ccc(Cl)cc3)CC2)nc1N,i,-2.3,-7.6,1.9,2.1,-2.2,4.1,3.2,1.7,i
Fc1ccccc1/C=C1\CCCC2=C1Nc1nnnn1C2c1ccccc1F (stereo not drawn),i,0.1,5.1,13.8,1.0,0.2,0.9,-5.4,-0.8,i
CS(=O)(=O)c1cccc(C(=O)Nc2cccc(-c3nc4ccccc4[nH]3)c2)c1,i,-1.1,-4.8,4.1,-3.4,-3.8,10.8,9.2,0.9,i
COc1ccc(CC(=O)Oc2ccc(C(C)(C)C)cc2)cc1S(=O)(=O)N1CCOCC1,i,-1.3,-6.2,-2.6,1.4,-13.7,-6.1,0.7,4.6,i
Cc1ccc(S(=O)(=O)NCCC(=O)OCC(=O)N(Cc2ccccc2)C(C)(C)C)cc1C,i,0.3,-5.3,-2.2,7.6,-14.6,4.7,1.8,3.1,i
Cc1cc(Cl)c2oc(C(=O)N(C)CCCCN3CCOCC3)c(C)c2c1,i,-3.6,-3.2,0.0,1.8,-7.7,-0.8,-2.6,0.9,i
CCC(=O)N1CCN=C1SCc1c(F)cccc1Cl,i,-0.5,0.5,0.1,-0.2,-3.4,3.6,0.9,-1.4,i
CN(C)/C=N/c1c(C#N)cnn1-c1ccccc1,i,0.6,1.0,-1.8,-0.5,-5.2,-4.5,-0.1,-1.0,i
Cc1cc2nc(-c3cccc(NC(=O)c4ccc(Br)o4)c3C)oc2cc1C,i,1.5,12.0,9.0,-1.8,-7.2,9.0,-0.5,3.6,i
Cn1ncc(Br)c1C(=O)N1CCCC1,i,2.3,-2.7,2.2,3.1,-6.7,2.9,3.6,-2.0,i
C#CCNC(=O)C(C)c1ncc(C(F)(F)F)cc1Cl (stereo not drawn),i,0.8,2.0,1.2,-0.8,8.6,-9.0,5.0,3.3,i
O=C(O)c1c(C(=O)O)c(-c2ccc(F)cc2)n2c1CCC2,i,-0.2,-3.9,0.9,0.8,-7.1,-3.8,2.1,-2.6,i
Cc1c(N2C(=O)c3cccc4cccc(c34)C2=O)cnn1C,i,-2.8,-2.4,4.4,0.6,-0.4,-0.1,-36.4,-0.9,i
Cc1nn(-c2ccccc2)c2nc(C(F)F)cc(C(F)F)c12,i,1.4,-8.4,1.5,-0.3,-2.2,-1.6,-9.9,2.8,i

# A draw from above in order of number of heavy atoms, falling.
SMILES,Rpn11 inh,Rin1-Abl PPI inh,NadD block,DNMT1 inh,STEP inh,Scp1 inh,CSN deneddyl inh,SUMO1 PPI mod,LMPTP inh,Neddylation inh
C[C@@H](c1ccccc1)N1C[C@@H](COCc2ccccc2)Oc2cc(N3CC[C@H](N(C)C)C3)ccc2S1(=O)=O,.,.,17.1,.,.,.,1.2,-55.5,-0.4,i
COc1ccc(CC(=O)Oc2ccc(C(C)(C)C)cc2)cc1S(=O)(=O)N1CCOCC1,i,-1.3,-6.2,-2.6,1.4,-13.7,-6.1,0.7,4.6,i
CCn1c(CNC(=O)c2cccc(C)c2)nnc1SCC(=O)Nc1nnc(C)s1,i,-0.7,-6.2,0.7,-1.0,1.4,-0.3,3.3,-0.3,i
CCCCN(C)CCCNC(=O)c1cc(-c2cccnc2)nc2ccccc12,i,-0.9,-5.7,-2.1,-1.4,-4.5,-1.0,-9.8,-4.1,i
Cc1cc(Cl)c2oc(C(=O)N(C)CCCCN3CCOCC3)c(C)c2c1,i,-3.6,-3.2,0.0,1.8,-7.7,-0.8,-2.6,0.9,i
CC1(C)CC(CNCCC(c2ccc(F)cc2)c2ccco2)CCO1 (stereo not drawn),i,0.8,-7.8,3.0,0.7,-5.2,-0.4,4.8,-0.1,i
COC(=O)c1sc(N2CCN(c3ccc(Cl)cc3)CC2)nc1N,i,-2.3,-7.6,1.9,2.1,-2.2,4.1,3.2,1.7,i
Cc1nn(-c2ccccc2)c2nc(C(F)F)cc(C(F)F)c12,i,1.4,-8.4,1.5,-0.3,-2.2,-1.6,-9.9,2.8,i
C[C@@H]1CN(Cc2nc(-c3ccc(Cl)cc3)no2)C[C@H](C)O1,i,2.7,-1.9,16.8,-1.4,0.6,1.3,0.9,-1.2,i
CCCNCc1cc(OCC)c(OCC(N)=O)cc1Br,i,0.6,-6.4,-0.9,-2.0,-4.5,0.2,-4.7,1.8,i
Oc1cc2c(cc1O)C(c1ccccc1)CNCC2 (stereo not drawn),i,-0.1,2.9,4.7,-2.8,-11.3,-2.8,-3.0,-1.4,i
